M1 PAM parental = nonselective activator or artifact in parental CHO-K1 calcium assay; ATP EC20, Fluo-8 calcium fluorescence; 0% at ATP EC20, 100% at ATP max; AID 602247; activation, % at 3 µM; actives 0.02% (n = 360,000);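 active means activation above the run cutoff, the mean activation of all test compounds plus 3 SD, cut at about 40% in these data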;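 further: peak over basal fluorescence ratio in a 140 s read after ATP addition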
CHRM4 PAM = potentiates acetylcholine response at human M4 receptor; P08173; CHO-K1 hM4/Gqi5, Fluo-8 calcium fluorescence, ACh EC20; 0% = ACh EC20, 100% = maximal ACh; activation, % at 3 µM; actives 0.4% (n = 360,000); AID 624126;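 active means activation above its plate's cutoff, the mean activation of sample wells plus 3 SD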; further: some results filed as inactive read as strong as hits
Target sequence (P08173 whole entry, looked up): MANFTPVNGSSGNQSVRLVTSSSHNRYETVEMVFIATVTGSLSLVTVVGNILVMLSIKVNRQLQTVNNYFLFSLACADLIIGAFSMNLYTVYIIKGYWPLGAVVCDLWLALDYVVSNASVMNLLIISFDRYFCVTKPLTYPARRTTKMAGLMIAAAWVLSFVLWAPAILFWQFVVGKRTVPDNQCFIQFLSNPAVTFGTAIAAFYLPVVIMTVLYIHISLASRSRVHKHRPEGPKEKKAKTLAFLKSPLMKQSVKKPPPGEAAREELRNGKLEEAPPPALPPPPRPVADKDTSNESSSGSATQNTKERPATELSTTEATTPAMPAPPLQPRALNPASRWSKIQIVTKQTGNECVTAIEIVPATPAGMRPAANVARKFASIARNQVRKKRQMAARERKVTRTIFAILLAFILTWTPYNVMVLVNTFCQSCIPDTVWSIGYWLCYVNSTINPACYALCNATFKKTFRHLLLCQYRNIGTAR
CHRM5 antagonist = blocks acetylcholine activation of human M5 receptor | P08912 | CHO-hM5 cells, Fluo-8 calcium fluorescence, ACh EC80 | inhibition, % at 3 µM | actives 0.59% (n = 360,000) | AID 624040;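 active means inhibition above a per-plate cutoff, the mean of that plate's test compounds plus 3 SD, cut at about 27% in these data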;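 further: 0% = acetylcholine EC80 with DMSO and 100% = DMSO without agonist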
CRFBP-R2 block = CRF-BP/CRF-R2 complex antagonism. HEK293 CRF-R2/CRF-BP, CRF-induced calcium fluorescence. inhibition, % at 11.8 µM. actives 0.59% (n = 350,000). AID 588475;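 active means inhibition of the ligand-induced calcium signal above about 50% at the single tested concentration, limit read from the data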
CRFBP-R2 agonist = CRF-BP/CRF-R2 complex agonism | AID 588473 | actives 0.46% (n = 350,000) | HEK293 CRF-R2/CRF-BP, calcium dye fluorescence (FLIPR); percent of saturating CRF peptide response | activation, % at 13.2 µM;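 active means activation of at least 50%, plus an integration ratio under a set limit after plate pattern correction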;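 further: plate controls were neutral control wells without compound for no effect and CRF at EC100 for full effect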
M5 PAM = positive allosteric modulators of human muscarinic M5 receptor; activation, % at 3 µM; CHO-K1 hM5, Fluo-8 calcium, ACh EC20 PAM; 0% = ACh EC20, 100% = ACh EC100; P08912; actives 0.3% (n = 360,000);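 active means activation above the run cutoff, the mean activation of all test compounds plus 3 SD, cut at about 18% in these data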
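Assay system – human M5 receptor in CHO-K1 cells · Read-out – % activation, ACh-normalized · Technique – Fluo-8 calcium fluorescence · Dosing – single-point, 3 µM nominal · Incubation – Fluo-8 loading 80 min at 37 °C plus 30 min room temperature · Repeats – singlicate, one well per test compound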
CHRM5 agonist = agonists of human muscarinic M5 receptor (CHRM5); CHO-K1 hM5 cells, Fluo-8 calcium fluorescence; 0% DMSO wells, 100% maximal acetylcholine response; AID 624037; P08912; activation, % at 3 µM; actives 0.19% (n = 360,000);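 active means activation above the run's mean over test compounds plus 3 SD, cut at about 23% in these data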;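 further: signal is peak over basal fluorescence ratio across the kinetic read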
TAAR1 antagonist = antagonists of human TAAR1; AID 624466; actives 1.5% (n = 360,000); CHO RD-HGA16 TAAR1, Fluo-8 calcium fluorescence, antagonist; inhibition, % at 3 µM;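 active means inhibition above a per-plate cutoff, the mean inhibition of test compounds on that plate plus 3 SD, cut at about 49% in these data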;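 further: 0% = DMSO plus EC80 beta-PEA response and 100% = DMSO alone without agonist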
Target sequence (Q96RJ0 whole entry, looked up): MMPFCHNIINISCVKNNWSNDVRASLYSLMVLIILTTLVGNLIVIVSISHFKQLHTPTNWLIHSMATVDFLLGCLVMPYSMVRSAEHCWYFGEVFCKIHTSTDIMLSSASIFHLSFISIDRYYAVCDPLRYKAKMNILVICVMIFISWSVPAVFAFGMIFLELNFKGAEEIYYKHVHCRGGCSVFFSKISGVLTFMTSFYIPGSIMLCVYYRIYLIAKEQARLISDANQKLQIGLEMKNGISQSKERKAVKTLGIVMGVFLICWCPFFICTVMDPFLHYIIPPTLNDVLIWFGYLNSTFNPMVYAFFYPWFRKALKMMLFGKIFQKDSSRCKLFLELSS
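Material: RD-HGA16 CHO cells with stable hTAAR1 and Gα16; Dosing: single nominal final test compound concentration of 3 µM; Schedule: seeding 17-24 h prior, 75-min 37 °C, 30-min RT dye loading; Detection: kinetic Fluo-8 calcium fluorescence measurement; Measure: % inhibition from peak post-agonist over basal fluorescence ratio; Benchmarks: vehicle and agonist controls.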
TAAR1 ag = agonists of human TAAR1; AID 624467; CHO RD-HGA16 TAAR1, Fluo-8 calcium fluorescence; vehicle wells 0%, saturating PEA agonist 100%; activation, % at 3 µM; actives 0.99% (n = 360,000); Q96RJ0;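 active means activation above the mean activation of all test compounds in the run plus 3 SD, cut at about 38% in these data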
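System: CHO RD-HGA16 cells carrying human TAAR1 plus Gα16; Incubation: 17-24 h seeding, 75 min 37 °C dye, 30 min RT; Measured by: Fluo-8 fluorescence, 5 s baseline then 140 s kinetic read; Control set: DMSO and PEA EC100; Replication: single well for each compound.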
The depositor's hits bear a star; / = not tested or not shown.

SMILES	M1 PAM parental	CHRM4 PAM	CHRM5 antagonist	CRFBP-R2 block	CRFBP-R2 agonist	M5 PAM	CHRM5 agonist	TAAR1 antagonist	TAAR1 ag
CCCc1ccc2oc(C(=O)N3CCN(C4CCS(=O)(=O)C4)CC3)c(C)c2c1 (stereo not drawn)	9	-3	5	-11	-2.5	-1	-3	-42	0
COC(=O)c1c(NC(=O)COc2ccc(Cl)cc2)sc2c1CC(C)(C)NC2(C)C	27	1	10	-19	1.9	-5	-8	-7	5
COc1ccc(CN(CC(=O)NCC2CCCO2)C(=O)CNS(=O)(=O)c2ccc(C)cc2)cc1 (stereo not drawn)	-4	-1	-7	2	-0.5	-3	-4	0	1
CC1CN(C(=O)CCC(=O)N2CCCCC2)c2ccccc2O1 (stereo not drawn)	-13	-6	3	6	-2.4	-6	0	-35	0
COc1ccc(CC(=O)OCN2C(=O)c3ccccc3C2=O)cc1	10	11	0	1	0.1	4	-3	-1	12
O=C(NC1CCN(Cc2ccccc2)CC1)c1cccc(S(=O)(=O)Nc2ccc(F)cc2)c1	-22	-5	6	-15	3.6	-9	-2	9	17
COc1ccc(O)c(CN2CCC(n3nccc3NC(=O)CCOc3ccccc3)CC2)c1	2	8	11	6	4.7	0	-4	2	2
CN(C)C(=O)CN1CCN(Cc2cn(C)nc2-c2ccc3c(c2)OCCO3)CC1	20	6	5	6	-1.2	5	1	-2	9
N#CCCN(C(=O)COC(=O)CCC(=O)c1cccs1)c1ccccc1	5	5	2	4	-1.1	6	-1	0	3
CC(C)N1C(=O)CCC1C(=O)O (stereo not drawn)	6	-3	6	-16	-0.4	-8	-1	-11	1

Reprinted at random: 3 records from the list
SMILES	M1 PAM parental	CHRM4 PAM	CHRM5 antagonist	CRFBP-R2 block	CRFBP-R2 agonist	M5 PAM	CHRM5 agonist	TAAR1 antagonist	TAAR1 ag
N#CCCN(C(=O)COC(=O)CCC(=O)c1cccs1)c1ccccc1	5	5	2	4	-1.1	6	-1	0	3
CC1CN(C(=O)CCC(=O)N2CCCCC2)c2ccccc2O1 (stereo not drawn)	-13	-6	3	6	-2.4	-6	0	-35	0
O=C(NC1CCN(Cc2ccccc2)CC1)c1cccc(S(=O)(=O)Nc2ccc(F)cc2)c1	-22	-5	6	-15	3.6	-9	-2	9	17

(continued)
SMILES	M1 PAM parental	CHRM4 PAM	CHRM5 antagonist	CRFBP-R2 block	CRFBP-R2 agonist	M5 PAM	CHRM5 agonist	TAAR1 antagonist	TAAR1 ag
CC(C)Cn1c(SC(C)C(=O)NCC2CCCO2)nc2ccc(Cl)cc2c1=O (stereo not drawn)	4	8	3	-4	0.5	-4	3	-4	0
COC(=O)c1ccccc1-c1ccc(C(c2c(C)[nH][nH]c2=O)c2c(C)[nH][nH]c2=O)o1	6	-4	-13	2	-1.1	10	-1	20	0
N#Cc1ccccc1Sc1ccccc1N	-15	0	1	57*	-7.0	-7	-2	/	/
COc1ccc(OC)c(NC(=O)Nc2cccc3ccccc23)c1	23	5	2	13	0.0	-4	-3	-6	2
O=C(O)/C=C/C(=O)NNc1ncnc2ccccc12	-2	7	-6	25	-0.8	4	6	-4	4
CCCN(CC1CC1)C(=O)CSc1ncnc2sccc12	11	-3	12	-6	-3.4	-4	-6	14	6
C=CCn1c(C)c(C(=O)OCC)c2cc(O)c3ccccc3c21	14	3	-6	1	-3.0	3	-3	-13	2
COc1cccc(CSc2nc3cc4c(cc3cc2C)OCCO4)c1	5	-1	1	-20	9.3	5	1	-30	8
O=S1(=O)CC(N2CCN(CCO)CC2)CN1Cc1ccccc1 (stereo not drawn)	19	-3	1	/	/	-2	1	-5	1
CCOc1cc(CNC(C)(C)CO)cc(Br)c1OCc1ccc(Cl)cc1Cl	25	2	6	-96	6.1	-2	6	12	17
O=C(CSc1nnc(Cc2ccc3c(c2)OCO3)n1C1CCCCC1)NC1CCCC1	4	3	1	11	-0.9	-3	-3	8	10
CCOc1ccc(S(=O)(=O)N2CCC(C(=O)N3CCCCCC3)CC2)cc1C	-12	3	-15	14	-1.6	50*	15	-18	3
COC(=O)c1cc(S(=O)(=O)N2CCN(c3ccc(F)cc3)CC2)cn1C	21	-2	-4	-9	0.6	-1	4	3	2
COC(=O)c1c(N2C(=O)Nc3ccccc3N2O)sc(C)c1C	11	-5	-1	7	0.7	-1	-1	-3	4
COCCNc1ncnc2c1ncn2[C@H]1CN(Cc2cccs2)C[C@@H](CO)O1	-10	1	4	/	/	-2	0	-9	2
CCCN1C(=O)c2ccccc2NC1c1ccc(OC)cc1O (stereo not drawn)	-2	1	3	-12	-0.2	-2	-2	-24	-2
CCCC1Cc2[nH]c(=O)c(C#N)cc2CO1 (stereo not drawn)	17	23	1	11	0.8	10	3	-38	0
CCCCCC(=O)Nc1ccc(S(=O)(=O)Nc2nccc(C)n2)cc1	-3	-4	2	-1	-0.7	1	0	-15	10
COC(=O)CC1COc2ccccc2N1C(=O)c1cc(OC)c(OC)c(OC)c1 (stereo not drawn)	-8	3	3	0	1.7	8	-3	-10	5
Cc1c(-n2cccc2C=O)cccc1[N+](=O)[O-]	-10	10	-1	-1	-3.8	11	5	-15	0
CN(c1ccccc1C(=O)NCc1ccccc1Cl)S(=O)(=O)c1ccccc1	11	-7	0	6	-0.2	-2	-7	17	2
CCSc1ccc([C@@H]2[C@@H]3C(=O)N(C)C(=O)[C@@H]3[C@]3(C(=O)OC)CCCCN23)cc1OC	13	3	8	-1	0.7	-2	-2	5	3
Cn1c(=O)oc2cc(S(=O)(=O)Nc3ccc(C(=O)O)cc3)ccc21	13	3	-10	-22	-1.0	2	1	6	1
O=C(COC(=O)c1cc(=O)[nH]c2ccccc12)Nc1nc(-c2cccc(Br)c2)cs1	22	1	0	0	0.0	1	1	28	3
O=C(NCCc1ccccc1)C1CCN(C2CCN(Cc3ccco3)CC2)CC1	8	-1	2	2	-1.2	1	-2	-1	1
Cc1oc2c(c1C(=O)Nc1cccc(C(=O)O)c1)CCCC2	-1	-1	0	11	-1.4	0	2	-3	6
Cc1nc(N2CCOCC2)[nH]c(=O)c1C(O)C(Cl)(Cl)Cl (stereo not drawn)	7	0	3	-4	1.1	-4	0	-17	15
O=C1NCCCN1Cc1ccc(F)cc1Cl	7	1	0	-8	-1.3	4	1	4	2
Cc1ccc(-c2nn(-c3ccc(F)cc3)cc2C(=O)NCC(c2cccs2)N2CCOCC2)cc1 (stereo not drawn)	-4	1	8	-8	6.5	-3	-1	-9	-2
Cc1ccc2cc(C#N)c(NCCNC(=O)C3CC3)nc2c1C	-4	-2	3	-7	-1.0	-3	3	6	6
Cc1cc(C)cc(C(=O)N(CCc2ccccc2)C2CC3CCC(C2)N3C)c1 (stereo not drawn)	19	-2	12	-14	0.6	-8	-8	-6	13
CCCCn1c(SCC(=O)Nc2cc(C)on2)nc2c1c(=O)n(C)c(=O)n2C	19	7	-1	-20	-0.2	-1	-2	15	7
O=C(CN1CCOCC1)Nc1ccc([N+](=O)[O-])cc1Br	6	6	-2	8	3.1	4	-2	-4	5
Cc1cccc(Nc2nc(-c3ccccc3)cs2)n1	26	-5	-15	-15	2.7	22*	8	2	6
Cc1cc(Nc2ccccc2)nc(-c2ccccc2O)n1	25	-11	-2	-8	1.8	4	-6	16	17
O=C(N/N=C\c1cccs1)c1ccccc1-n1cccc1	-9	2	6	13	-0.7	3	-2	-4	2
CCOC(=O)/C(CCC[N+](C)(CC)CC)=N\O	6	-16	60*	-10	0.5	-18	-8	7	0
O=C(COC(=O)C1CCC1)Nc1ccc(Oc2ccccc2)cc1	19	9	-1	26	-0.5	0	-1	6	0
CCN(CC)C(=O)c1sc(NC(=O)Cc2cccs2)c(C#N)c1C	16	-6	6	-2	-1.3	0	0	-1	1
CN(c1ccccc1)S(=O)(=O)c1ccc(C(=O)N2CCN(c3ccccc3Cl)CC2)cc1	1	-8	5	2	0.5	-11	-4	-8	18
C/C(CC(=O)Nc1cc(C)ccn1)=N\NC(=O)c1cccc(F)c1	-1	3	-8	-4	-1.1	4	1	2	-1
CCOC(=O)N1CCC(NC(=O)C2CCCN(S(=O)(=O)c3ccc4c(c3)oc(=O)n4C)C2)CC1 (stereo not drawn)	8	2	1	-9	0.2	-5	2	0	8
CCOC(=O)c1c(N)sc(C(=O)Nc2ccccc2F)c1C	14	-5	3	13	-1.1	0	-3	-2	2
Cc1nn(C)c(C)c1/C=N/N=C1\CCC2C3CCc4cc(O)ccc4C3CCC12C (stereo not drawn)	6	2	4	2	-0.9	-1	-4	63*	14
COC1Cc2ccccc2N(C(=O)N2CCN(CCO)CC2)c2ccccc21 (stereo not drawn)	22	-6	-8	27	1.2	-7	-12	7	13
C[C@H](CO)N1C[C@H](C)[C@H](CN(C)S(=O)(=O)c2ccccc2)OCc2cnnn2CCCC1=O	23	10	-11	-8	-0.5	0	0	-37	9
CCC(=O)N(C)CCc1cc2c(c(OC)c1/C=N/NS(=O)(=O)c1ccc(C)cc1)OCO2	15	-4	5	9	-1.2	-2	0	-14	-1
COc1ccc(-c2cn3ccccc3n2)cc1[N+](=O)[O-]	-2	20	14	4	0.1	14	5	9	-1
Cc1ccc(N(C(=O)c2csnn2)C(C(=O)NC2CCCCC2)c2ccco2)cc1 (stereo not drawn)	18	-10	11	10	0.2	-4	-1	-2	7
CCC(=O)n1nc(-c2cccnc2)nc1NCc1cccs1	15	6	11	-2	-1.0	-1	-6	-1	2

One compound at a time (already shown). Screens in order: M1 PAM parental	CHRM4 PAM	CHRM5 antagonist	CRFBP-R2 block	CRFBP-R2 agonist	M5 PAM	CHRM5 agonist	TAAR1 antagonist	TAAR1 ag
Shown for N#Cc1ccccc1Sc1ccccc1N → -15	0	1	57*	-7.0	-7	-2	/	/
Shown for N#CCCN(C(=O)COC(=O)CCC(=O)c1cccs1)c1ccccc1 → 5	5	2	4	-1.1	6	-1	0	3

(further entries)
SMILES	M1 PAM parental	CHRM4 PAM	CHRM5 antagonist	CRFBP-R2 block	CRFBP-R2 agonist	M5 PAM	CHRM5 agonist	TAAR1 antagonist	TAAR1 ag
CC1(C(=O)NS(=O)(=O)C2CC2)CCCN(C(=O)c2c(F)cccc2F)C1 (stereo not drawn)	0	2	-7	/	/	-1	-2	-14	0
O=C(C1CCCC1)N1CCC(CC2CC(c3cccc(Br)c3)=NO2)(C(=O)NCC2CCCCC2)CC1 (stereo not drawn)	22	2	7	-4	0.2	1	-2	11	-3
O=C(C1CCC1)N1CCc2cc(S(=O)(=O)NCCCN3CCCCC3)ccc21	16	-6	8	1	0.3	-1	-4	-11	0
CCS(=O)(=O)NCCCCc1ccccc1	12	6	-5	25	-0.3	0	1	-1	6
COc1ccc(NC(=O)c2ccc(S(=O)(=O)N3CCCCC3)cc2)cc1OC	-17	-2	14	-2	-1.0	0	-1	7	3
N#CC1c2ccccc2-c2ccccc2N1C(=O)c1ccccc1 (stereo not drawn)	29	-1	8	11	0.1	-8	-3	10	1
Cc1cccc2c(N=NC(=O)c3ccc(NS(=O)(=O)c4cccs4)cc3)c(O)[nH]c12	8	9	-7	-7	-0.4	12	-3	56*	5
CCc1ccc(CNC(=O)Cn2nc(-c3ccccc3)ccc2=O)cc1	12	-4	5	2	-1.2	-1	9	-4	4
